KB-3-1 tox: KB-3-1 parental cell cytotoxicity; KB-3-1 viability, CellTiter-Glo ATP luminescence, 72 h; Potency, µM (titrated, usually from 46.1 µM), inactives show top-dose activity change, negative = cytotoxic, actives largely listed as cytotoxic; hit rate 1.4% among 400,000; also: potency is read from the fitted curve at half-maximal effect; % is scaled to controls: 0 for no effect and ±100 for the full control effect; nearly all actives have a fitted effect of over 60% in size
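Using CellTiter-Glo luminescence, growth of non-resistant KB-3-1 adenocarcinoma cells is assessed 72 h after pin-tool compound addition at 37 °C. Normalized responses across the concentration series yield fitted curves.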
HT1080-NT tox: kills 2HG-producing HT-1080-NT fibrosarcoma cells | HT-1080-NT fibrosarcoma viability, CellTiter-Glo ATP luminescence, 48 h | Potency, µM (titrated, usually from 46.1 µM), inactives show at the top dose activity, negative = less viability, usual class: cytotoxic | hit rate 1.6% among 360,000;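 also: NT is the 2HG producing partner of a matched IDH1 knockdown line; potency is read from the fitted curve at half-maximal effect; 0% = DMSO-treated cells and -100% = media-only wells without cells; nearly all actives have a fitted effect of over 55% in size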
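Read-out is CellTiter-Glo luminescence after 10 minutes at room temperature, following 48 hours' compound treatment of HT-1080-NT cells (750 cells/well, RPMI, 5% FBS, 37 degrees C).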
MCF10A rerep: DNA re-replication induction in MCF 10a cells; hit rate 2.9% among 350,000; Potency, µM (doses to about 46.1 µM), without a hit: at the highest dose activity, positive = re-replication, hits mostly activators; MCF 10A DNA re-replication, Hoechst nuclear intensity, 48 h; also: potency is read from the fitted curve at half-maximal effect; % of control where 0% means no effect; nearly all actives have a fitted effect of over 50% in size
ATXN viability: cell viability loss in ATXN counter-screen. S2 cells (HEK-293 line with an ATXN2-luciferase reporter) viability, CellTiter-Fluor protease fluorescence, 24 h. Potency, µM (series often up to 56.7 µM), actives largely listed as cytotoxic. hit rate 0.49% among 400,000. AID 651635; also: potency is read from the fitted curve at half-maximal effect; nearly all actives have a fitted effect of over 40% in size
HepG2 viability: counter-screen for TGF-b inhibitors: cytotoxicity in HepG2 cells. HepG2 CAGA-GFP viability, ATP luminescence, 18 h. Potency, µM (doses to about 46.1 µM), without a hit: at the top dose activity change, negative = cytotoxicity, most hits filed as cytotoxic. hit rate 0.76% among 410,000. AID 588856; also: potency is read from the fitted curve at half-maximal effect; some results filed as inactive show a strong effect at the top dose
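CellTiter-Glo luminescence gave cytotoxicity after 18 hours at 37 degrees C. The cells were HepG2 CAGA-GFP in 1% FBS DMEM, stimulated with 500 pg/mL TGF-beta after compound addition. %Activity was normalised to no-cell wells (complete cell-killing) and DMSO (no toxicity), and curves were fitted and classified.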
SW480 rerep: induces DNA re-replication in SW480 colon adenocarcinoma cells; SW480 DNA re-replication, Hoechst DNA content imaging, 48 h; Potency, µM (top dose mostly 46.1 µM), inactives show at the top dose re-replication activation, most hits filed as activators; hit rate 1.8% among 340,000; also: potency is read from the fitted curve at half-maximal effect; % of control where 0% means no effect; nearly all actives have a fitted effect of over 55% in size
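Image-based read-out: total Hoechst fluorescence of nuclei (405 nm excitation, 500-530 nm emission), with hits raising the fraction of high-intensity nuclei. SW480 colon cells incubated 48 hr with compounds at 37 C.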
ATXN2 expr inh: reduces ATXN2 reporter expression in HEK-293 cells. AID 1745845. HEK-293 ATXN2-luciferase reporter, luminescence, 24 h. Potency, µM (highest dose often 57 µM), without a hit: top-dose activity change, negative = inhibition, most hits filed as inhibitors. hit rate 0.72% among 360,000; also: potency is read from the fitted curve at half-maximal effect; % is scaled to controls: 0 for no effect and ±100 for the full control effect; nearly all actives have a fitted effect of over 55% in size
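ATXN2-luciferase reporter cells (luciferase flanked by upstream and downstream ATXN2 gene portions) were treated 24 h at 37 °C with compounds at up to 57 uM. SteadyGlo luminescence gave expression; GF-AFC fluorescence gave viability.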
IL-1B inflam inh: inhibitors of inflammasome signaling (IL-1 beta secretion); THP-1 LPS/ATP IL-1B secretion, AlphaLISA, 16 h; stronger effect = lower value; activity change, % at 57.5 µM; hit rate 4.7% among 360,000; in the data active = activity change below about -50%; inconclusive = mostly about -30% to -49%; also: % is scaled to controls: 0 for no effect and ±100 for the full control effect
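Secreted IL-1B measured by AlphaLISA bead assay after 16 h compound exposure of THP-1 cells; compounds (final up to 57.5 uM) added 1 h before LPS (250 ng/mL) and ATP (1.25 mM) stimulation; lower signal means less secretion.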
HT1080 IDH1KD tx: toxicity to HT-1080 IDH1 knockdown cells (counter line); HT-1080 IDH1 knockdown viability, ATP luminescence, 48 h; Potency, µM (highest dose often 46.1 µM), for the others: at the top dose activity, negative = toxicity, actives largely listed as cytotoxic; hit rate 2% among 360,000; AID 686971;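 also: potency is read from the fitted curve at half-maximal effect; 0% = DMSO wells and -100% = cell-free medium wells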
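CellTiter-Glo luminescence after 48 h compound exposure at 37 degrees C of IDH1-knockdown HT-1080 cells in 5% FBS RPMI. %Activity scaled between DMSO wells and cell-free media wells, with curves fitted and assigned curve classes.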
Starred values were filed as active, the others as inactive; i = inactive; u = inconclusive; x = not tested or not shown; & = joins results of further samples; [ ] = dose if it differs, or a comment. Unless noted, calls follow the shape of the dose curve; as a rule, active = well fitted curve in the direction sought with a large enough effect; inconclusive = small, poorly fitted or top-dose-only effect, or another doubt; inactive = no such curve, though single readings can be large; an effect the other way counts as inactive or inconclusive.

SMILES | KB-3-1 tox | HT1080-NT tox | MCF10A rerep | ATXN viability | HepG2 viability | SW480 rerep | ATXN2 expr inh | IL-1B inflam inh | HT1080 IDH1KD tx
Cc1ccc(S(=O)(=O)Cc2nnnn2-c2ccccc2)cc1 | -1% | 6% | 2% | i | 2% | -9% | 3% | -18 | 6%
CC(=O)Oc1ccc(C(=O)Nc2cccc(C(=O)c3cccc(NC(=O)c4ccc(OC(C)=O)cc4)c3)c2)cc1 | u | u | u | i | -2% | u | 5% | 11 | u
Cc1cccc(NC(=O)c2nc[nH]c2C(=O)Nc2ccccc2[N+](=O)[O-])c1 | 2% | 9% | 0% | u | -7% | -1% | x | -2 | 0%
Cc1c(/C(O)=C2\C(=O)C(=O)N(CCN(C)C)C2c2cccs2)cnn1-c1ccccc1 (configuration not stated) | 14% | 23% | u | i | 6% | 60% | 60%[activator] | 1 | 17%
CCCNc1nc(-c2cc(-c3ccc(Cl)cc3)on2)cc(C(C)C)n1 | 11% | 4% | -1% | i | -1% | -4% | -7% | -3 | -1%
O=C1C=C(N2CCOCC2)CO1 | 16% | 9% | -1% | i | -3% | -7% | 5% | 27 | 8%
COc1ccc(C2=NN(C(=O)CSc3nc(=O)n4ccc(C)cc4n3)C(c3ccc(C)cc3)C2)cc1 (configuration not stated) | -15% | 0% | 1% | u | 5% | 8% | 7% | -23 | 1%
O=C(C1CCCCN1S(=O)(=O)c1ccccc1[N+](=O)[O-])N1CCCCC1 (configuration not stated) | -4% | 4% | 13% | u | -15% | u | -1% | -21 | -2%
CCOc1ccc(C2C3=C(CCCC3=O)OC(N)=C2[N+](=O)[O-])cc1 (configuration not stated) | 10% | 2% | -2% | i | -1% | -7% | -17% | -3 | 4%
CC(=O)c1ccc(NC(=S)Nc2cccc(Cl)c2C)cc1 | 2% | -1% | -3% | u | 13% | 0% | x | 0 | -5%
CCN(CC)S(=O)(=O)c1ccc(OC)c(NC(=O)CCc2c(C)noc2C)c1 | -2% | 4% | 0% | u | -16% | -1% | x | 9 | 4%
COc1cc(CN2CCCC(C(=O)N3CCc4ccccc4C3)C2)cc(OC)c1OC (configuration not stated) | u | -8% | u | i | -14% | -4% | -9% | 2 | -12%
CCOC(=O)N1CCN(C(=O)COc2ccc3oc4c(c3c2)CCCC4)CC1 | 9% | 7% | -2% | i | -23% | -30%[inhibitor] | -1% | -9 | -2%
CC(=O)OC12CC3CC(C1)C(=NO)C(C3)C2 | 7% | 8% | -4% | i | -1% | -2% | 4% | 8 | 6%
CC(=O)Nc1ccc(S(=O)(=O)NCC2CCC(C(=O)N3CCCCCC3)CC2)cc1 (configuration not stated) | -15% | -2% | 0% | i | -12% | u | -27% | 11 | -2%
Cn1c(=O)c(=O)n(C)c2cc(N3CCOCC3)c(NS(=O)(=O)c3ccc(F)c(Cl)c3)cc21 | -1%&4% | -1% | 0% | i | -5%&-15% | -2% | 0%&2% | -18 | 0%
O=C1CCN(c2ccccc2)N1 | 20% | 0% | -4% | i | 1% | -30% | -20% | 1 | -1%
Cc1ccc(-c2nc3ncccc3o2)cc1NC(=O)c1ccc(-c2cccc(Cl)c2C)o1 | 1% | x | x | i | -101% | x | 6% | x | x
Cc1ccc(NC(=O)CN2c3ccccc3S(=O)(=O)c3ccccc32)cc1F | 11% | x | x | i | -19% | x | -35% | x | x
CCOC(=O)C1=CN(Cc2ccc(Br)cc2)S(=O)(=O)NC1C (configuration not stated) | 0% | 1% | -2% | i | -6% | -18% | 8% | 4 | -2%
CCNC(=O)/C(C#N)=C/c1c(N2CCN(c3ccc(OC)cc3)CC2)nc2c(C)cccn2c1=O | -1% | -19% | 15% | u | -30% | u | -24% | -62* | -4%
COc1cc(CN2CCC(C(=O)NC(c3ccc(F)cc3)c3ncccc3C)CC2)cc(OC)c1 (configuration not stated) | 0% | -18% | x | i | -30% | x | -9% | -22 | -25%
COc1ccc(N2C(=O)CC(NCc3cccs3)C2=O)cc1 (configuration not stated) | 19% | 11% | -7% | i | -3% | 1%[9.22 µM] | 1% | 13 | 15%
O=C(O)c1cccc(C(=O)O)c1Br | 26% | 7% | -19% | i | -1% | -12% | 2% | 10 | 4%
CCN(CC)CC(=O)Nc1sc(C)cc1C(=O)c1ccc(C)cc1 | 0% | u | 7% | i | 1% | 3% | -8% | -16 | 4%

Looked up one by one from the list above, 3 records:
SMILES | KB-3-1 tox | HT1080-NT tox | MCF10A rerep | ATXN viability | HepG2 viability | SW480 rerep | ATXN2 expr inh | IL-1B inflam inh | HT1080 IDH1KD tx
COc1cc(CN2CCCC(C(=O)N3CCc4ccccc4C3)C2)cc(OC)c1OC (configuration not stated) | u | -8% | u | i | -14% | -4% | -9% | 2 | -12%
CCN(CC)S(=O)(=O)c1ccc(OC)c(NC(=O)CCc2c(C)noc2C)c1 | -2% | 4% | 0% | u | -16% | -1% | x | 9 | 4%
Cc1ccc(-c2nc3ncccc3o2)cc1NC(=O)c1ccc(-c2cccc(Cl)c2C)o1 | 1% | x | x | i | -101% | x | 6% | x | x

Going on with the list:
SMILES | KB-3-1 tox | HT1080-NT tox | MCF10A rerep | ATXN viability | HepG2 viability | SW480 rerep | ATXN2 expr inh | IL-1B inflam inh | HT1080 IDH1KD tx
CCN1CCN(c2ccc(S(=O)(=O)N3CCOCC3)cc2NC(=O)c2ccc(C)c(C)c2)CC1 | 7% | -3% | 1% | i | 11% | -1% | -11% | -1 | -7%
O=C(OCc1ccc(Cl)cc1)c1cccnc1Cl | 13% | 17% | 1%[9.22 µM] | i | -19% | 2% | 10% | -9 | 15%
CCCCc1cc(=O)oc2cc(C)cc(OC(C)C(=O)NCc3cccnc3)c12 (configuration not stated) | 4% | -4% | -2% | i | -5% | -8% | -21% | u | -11%
COc1cccc(C(=O)Nc2nnc(-c3cccs3)o2)c1 | u | -28% | 0% | 28µM* | -26% | 3% | u | -3 | -25%
CC(CCc1ccco1)NC(=O)CCc1nnc2ccc(NCc3ccc(Cl)cc3)nn12 (configuration not stated) | -2% | 1% | -3% | i | -10% | -5% | x | -1 | -2%
COc1ccccc1/C=C/C(=O)Nc1cccnc1Cl | 0% | 4% | 7% | i | -54% | -43% | 3% | -55* | 8%
CN(C)c1ccnc2sc(C(=O)c3ccc(Br)cc3)c(N)c12 | 2% | 20% | u | x | 1% | 6% | 40%[activator][11.3 µM] | u | 5%
COc1ccc(CCNC(=O)CCCOc2cccc(C)c2C)cc1OC | -5% | -13% | 1% | i | -10% | u | -21% | 9 | -4%
COc1ccccc1-n1cnnc1SCC(=O)NCC1CCCO1 (configuration not stated) | 4% | 26% | -32%[inhibitor] | i | -11% | 0% | 0% | 7 | 19%
Cn1c(CCN2CCCCC2)nc2cc(NS(=O)(=O)c3ccc(F)cc3)ccc21 | u | -4% | 4% | i | -12% | 1% | -10% | -14 | -10%
COc1cc(C(=O)N2CC(=O)Nc3ccccc32)cc(OC)c1OC | u | u | x | i | 4% | x | x | 63 | u
O=C1c2cccc3cccc(c23)C(=O)N1OS(=O)(=O)c1ccc(Cl)cc1 | 29% | -15% | -14% | i | -4% | -38% | -7% | -1 | 12%
CC(=O)NNC(=O)c1csc(Cc2c(Cl)sc3ccc(Cl)cc23)n1 | u | -17% | 25% | u | -51% | 2% | u | 63 | -18%
COc1ccc(-c2sc3cc4c(cc3c2C#Cc2cncn2C)OCO4)cc1 | 15% | -1% | -1% | i | -24% | 6% | -11% | -4 | -1%
O=C(NCc1ccc(F)cc1)C1CC(=O)N(C2CCCC2)C1 (configuration not stated) | 12% | 3% | -2% | u | 4% | -2% | -1% | 21 | 13%
CC1CCCN(C(=O)C2CCN(C(=O)Nc3ccccc3)CC2)C1 (configuration not stated) | -18% | 4%[9.24 µM] | 14% | i | 5% | -13% | 3% | 13 | 0%
Cc1ccc(S(=O)(=O)N2CCC(C(=O)NCC3CC3)CC2)cc1 | -8% | 0% | 2% | i | 5% | -17% | 9% | -1 | 0%
Cc1cc(C)c(OCCCNC2CCCC2)c(Br)c1 | u | u | 0% | i | -31% | 19% | -38% | -55* | u
CC1CCN(c2ccc(NC(=O)c3cccnc3)cc2)CC1 | 1% | 21% | 2% | i | -6% | -5% | 32%[activator] | 4 | 18%
CCn1c(CNC(=O)C23CC4CC(CC(C4)C2)C3)nnc1SC | 24% | 15% | 6% | i | -14% | -1% | 0% | 10 | 0%
CCN(C(=O)COC(=O)/C(=C/c1ccccc1)n1nnnc1C)C1CCCCC1 | -10% | u | u | u | -25% | u | -19% | -97* | -27%
COc1ccc(S(=O)(=O)N2CCCCC2c2cc(C(=O)Nc3ccc4c(c3)OCO4)no2)cc1 (configuration not stated) | -4% | -27% | x | u | -45% | x | 6% | 0 | u
COc1ccccc1C(=O)NS(=O)(=O)c1ccc(C)cc1 | 1% | 1% | -3% | i | 2% | -21% | x | 6 | -2%
CC1CC(C)CN(C(=O)c2ccc3c(c2NCCO)C(=O)c2ccccc2C3=O)C1 (configuration not stated) | 11% | u | 28% | u | 11% | 9% | -6% | -23 | u
CC(C)(C)CN1CCC(n2nccc2NC(=O)c2ccccc2Cl)CC1 | -14% | -6% | -2% | i | 17% | 11% | -11% | 18 | 11%
Cc1cc2c(C)nc3ccccc3c2o1 | 10% | 4% | -8% | i | 7% | 10% | -3% | -16 | 10%
O=C(NNC(=O)C1CCN(S(=O)(=O)c2ccc(Cl)cc2)CC1)c1ccccc1 | 6% | 12% | -2% | i | 1% | 1% | 10% | 18 | 0%
C=CCN1C(=O)[C@]2(c3ccccc31)C1CCCC=C1C(C#N)=C(N)C2(C#N)C#N (some centres not stated) | 2% | -5% | 16% | u | -19% | -1% | -15% | -3 | -17%
COC(=O)C1=C(C)N(Cc2ccccc2)C(=NCc2ccc3c(c2)OCO3)N[C@H]1c1ccccc1 | 15% | -9% | u | u | -55% | 1% | -15% | -57* | -3%

Source: PubChem BioAssay (National Center for Advancing Translational Sciences (NCATS))
